TDP-43 yeast inh = TDP-43 toxicity inhibition in yeast; TDP-43 expressing yeast growth rescue, BacTiter-Glo, 24 h; Potency, µM (doses to about 46.1 µM), without a hit: at the top dose growth rescue (activation), hits mostly activators; 410,000 compounds, 1.8% hits; AID 652104; also: potency is read from the fitted curve at half-maximal effect; % of control where 0% means no effect; nearly all actives have a fitted effect of over 50% in size
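Cell-based yeast growth screen: TDP-43 expression induced in galactose, inoculum OD600=0.02 after raffinose pregrowth to mid-log. Read-out BacTiter-Glo luminescence at 24 hr, 30 deg C; inhibition of toxicity seen as signal increase.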
EPAC2 ag = EPAC2 (human) agonism | EPAC2 activation, biochemical qHTS; response scale: 100% = 6.5 mM cAMP response | Potency, µM (doses to about 154 µM), without a hit: top-dose activation, hits mostly activators | 360,000 compounds, 0.079% hits | AID 720711; also: potency is read from the fitted curve at half-maximal effect; nearly all actives have a fitted effect of over 50% in size
Target sequence (Q8WZA2 whole entry, looked up): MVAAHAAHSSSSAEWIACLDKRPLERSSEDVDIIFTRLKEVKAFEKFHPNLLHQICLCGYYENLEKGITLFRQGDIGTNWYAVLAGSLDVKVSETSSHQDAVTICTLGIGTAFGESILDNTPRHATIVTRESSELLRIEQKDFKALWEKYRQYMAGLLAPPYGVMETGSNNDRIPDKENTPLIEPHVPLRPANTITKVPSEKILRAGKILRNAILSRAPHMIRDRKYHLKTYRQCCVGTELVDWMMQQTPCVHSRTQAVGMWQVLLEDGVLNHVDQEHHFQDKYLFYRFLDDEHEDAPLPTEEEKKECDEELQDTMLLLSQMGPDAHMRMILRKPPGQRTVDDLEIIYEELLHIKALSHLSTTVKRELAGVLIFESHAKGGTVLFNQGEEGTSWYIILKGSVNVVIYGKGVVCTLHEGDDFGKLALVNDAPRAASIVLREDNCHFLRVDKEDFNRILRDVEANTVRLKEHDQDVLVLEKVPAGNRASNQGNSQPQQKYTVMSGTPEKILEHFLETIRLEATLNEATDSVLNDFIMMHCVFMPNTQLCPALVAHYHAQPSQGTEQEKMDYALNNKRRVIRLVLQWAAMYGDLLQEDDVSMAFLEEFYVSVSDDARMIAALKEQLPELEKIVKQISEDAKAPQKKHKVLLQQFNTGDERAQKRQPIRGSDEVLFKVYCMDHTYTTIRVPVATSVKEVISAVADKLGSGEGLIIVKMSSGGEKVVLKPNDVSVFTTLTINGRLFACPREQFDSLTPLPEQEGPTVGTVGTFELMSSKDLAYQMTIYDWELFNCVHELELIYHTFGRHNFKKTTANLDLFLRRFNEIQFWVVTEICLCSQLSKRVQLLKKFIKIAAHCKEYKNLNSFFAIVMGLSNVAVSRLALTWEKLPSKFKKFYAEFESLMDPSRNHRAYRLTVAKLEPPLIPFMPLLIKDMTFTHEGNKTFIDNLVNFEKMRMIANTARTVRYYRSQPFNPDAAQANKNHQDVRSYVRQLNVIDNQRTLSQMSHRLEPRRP
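Compounds were titrated in qHTS against a Rap1B-BODIPY-GDP (250 nM) complex with EPAC2 (100 nM) and GDP (50 uM). BODIPY-GDP release tracked at 480/540 nm over 30 min at room temperature, normalized to 6.5 mM cAMP.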
aSyn yeast inh = alpha-synuclein toxicity inhibition in yeast; Yeast expressing alpha-synuclein, growth rescue, BacTiter-Glo, 24 h; Potency, µM (highest dose often 46.1 µM), inactives show top-dose growth rescue (activation), hits mostly activators; 370,000 compounds, 0.14% hits; also: potency is read from the fitted curve at half-maximal effect; % of control where 0% means no effect; nearly all actives have a fitted effect of over 65% in size
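Rescue of yeast growth: cells expressing toxic alpha-synuclein, induced in galactose at OD600 0.02, incubated with compound 24 h at 30 C. ATP luminescence quantified growth; inhibitors of toxicity appear as activators.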
D3 ag = activates the human D3 dopamine receptor; P35462; D3R DiscoveRx beta-arrestin cells, luminescence, 90 min; max activation, %; 410,000 compounds, 0.58% hits; AID 652048; in the data active = max activation above about 30%; also: 0% is about no effect; mostly tested at two doses, the higher about 12 µM
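Cells at 1500/well, incubated overnight, then treated with pinned compounds (dopamine as control) for 90 min at 37 degrees C. DiscoveRx reagent added for 30 - 60 minutes at room temperature; luminescence read.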
D3 antag = D3 dopamine receptor (human) antagonism. AID 652054. D3R cells, DiscoveRx beta-arrestin luminescence, antagonist mode; stronger effect = lower value. max response, negative = inhibition, %. 360,000 compounds, 2.5% hits. P35462; in the data active = max response below about -50%; inconclusive = no clear call, values can overlap the other calls; also: % is scaled to controls: 0 for no effect and ±100 for the full control effect; mostly tested at two doses, the higher about 12 µM
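Cells expressing the human receptor were seeded at 1500 cells/well, incubated overnight at 37 degrees C in 5% CO2, then exposed to library compounds with dopamine controls for 90 minutes at 37 degrees C before luminescent detection.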
FUS yeast rescue = FUS proteinopathy suppression in yeast. S. cerevisiae FUS-expressing, growth rescue, OD600, 24 h. Potency, µM (titrated, usually from 76.6 µM), inactives show at the top dose growth rescue (activation), usual class: activators. 390,000 compounds, 0.24% hits. AID 1347120;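 also: potency is read from the fitted curve at half-maximal effect; plate controls were DMSO vehicle for no effect and reference control for full effect; nearly all actives have a fitted effect of over 55% in size; some results filed as inactive show a strong effect at the top dose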
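Toxicity suppression screen in FUS-yeast. Cells induced with 2% galactose, starting OD 0.005, treated 24hr at 30C with compounds at multiple final concentrations; growth by OD600.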
EPAC2 antagonist = antagonists of human EPAC2; Q8WZA2; EPAC2 GEF exchange of Rap1B-BODIPY-GDP, fluorescence; Potency, µM (top dose mostly 114 µM), for inactives: at the highest dose activity, negative = inhibition, actives largely listed as inhibitors; 360,000 compounds, 0.18% hits; AID 720708; also: potency is read from the fitted curve at half-maximal effect; % is scaled to controls: 0 for no effect and ±100 for the full control effect; nearly all actives have a fitted effect of over 45% in size; many of its hits are not listed in these tables
Abeta rescue = A-beta toxicity reversal in yeast; yeast expressing A-beta42, growth rescue, OD600, 48 h; response scale: 0% DMSO, 100% iron-clioquinol control; Potency, µM (doses to about 46.1 µM), without a hit: at the top dose growth rescue, hits mostly activators; 410,000 compounds, 0.063% hits; AID 1347071; also: potency is read from the fitted curve at half-maximal effect; nearly all actives have a fitted effect of over 55% in size
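Yeast growth medium received pinned compounds, then yeast cells expressing toxic A-beta were added; plates incubated at 30 C for 48 hr. Growth read as absorbance at 600 nm, normalized to DMSO and equimolar FeCl3 plus clioquinol controls.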
Numbers without * were called inactive; ? = inconclusive; nt = no result given; [ ] = remark or other dose. Unless noted, calls follow the shape of the dose curve; as a rule, active = well fitted curve in the direction sought with a large enough effect; inconclusive = small, poorly fitted or top-dose-only effect, or another doubt; inactive = no such curve, though single readings can be large; an effect the other way counts as inactive or inconclusive. Only part of the results is shown; count on the stated rates, not on these rows.

SMILES | TDP-43 yeast inh | EPAC2 ag | aSyn yeast inh | D3 ag | D3 antag | FUS yeast rescue | EPAC2 antagonist | Abeta rescue
CCOC(=O)N1CCN(C(c2ccc(C)cc2)c2sc3nc(C)nn3c2O)CC1 (stereo unspecified) | 29% | 20% | 6% | -4 | -14 | 6% | 4% | -6%
Cc1cccc2c(C(=O)O)cc(-c3cccnc3)nc12 | 7% | 2% | -4% | -3 | 12 | 16% | 2% | -2%
CCOc1c(Nc2ccccc2O)c(=O)c1=O | 10% | 9% | 10% | 15 | 2 | -5% | 6% | -10%
O=C(O)CSCc1nc2scc(-c3ccccc3)c2c(=O)[nH]1 | 19% | 5% | 2% | 1 | 9 | 0% | 3% | -3%
O=C(Nc1ccc([N+](=O)[O-])cc1)Nn1cnnc1 | -10% | 9% | -3% | -2 | -27 | 14% | 4% | -3%
COc1cccc(/C=N/n2c(N)c(S(=O)(=O)c3cccs3)c3nc4ccccc4nc32)c1OC | 10% | 4% | -3% | -7 | 7 | 10% | 0% | -4%
CCOC(=O)Nc1cccc(OCC(=O)Nc2ccc3c(c2)CCC3)c1 | 27% | -3% | 1% | 4 | -6 | 19% | 5% | 1%
CCCn1ncc(C(=O)N(C)C2CCCN(Cc3ccccc3F)C2)c1C (stereo unspecified) | -13% | 6% | 1% | 0 | 0 | -11% | -13% | 1%
O=C(Nc1ccccc1)c1ccc(=O)[nH]n1 | -6% | 6% | -1% | 1 | -21 | 10% | -2% | 0%
CCOc1ccc(OCC)c(N=c2oc3c(C)ncc(CO)c3cc2C(N)=O)c1 | 19% | 8% | -7% | 0 | -11 | 1% | -7% | 0%
CC(NC(=O)CCn1c(=O)c2cccn2c2ccc(F)cc21)c1ccccc1 (stereo unspecified) | -10% | nt | nt | -32 | nt | 8% | nt | -11%
COc1cc(/C=N/n2c(-c3ccccc3)n[nH]c2=S)cc(OC)c1OC | 11% | 6% | 0% | -4 | ? | 2% | 6% | 13%
CCOC(=O)c1sc(=NC(=O)c2ccccc2Br)n(C)c1C | 20% | -3% | 8% | 2 | -7 | 3% | 5% | -3%
CCc1cnc(Nc2nc(C(N)c3ccccc3Cl)cs2)nc1 (stereo unspecified) | 1% | 3% | -2% | -1 | -23 | -3% | 9% | -16%
Cc1ccc(-c2cc(C(=O)OCC(=O)NC3CC3)c3ccccc3n2)cc1 | 9% | -3% | -9% | -1 | 7 | 10% | 1% | -10%
COCCN(C(=O)c1csnn1)C(C(=O)NC1CCCCC1)c1ccccc1F (stereo unspecified) | -14% | 8% | -5% | -4 | 10 | -11% | -8% | -13%
O=C(/C=C/c1cccs1)N1CCC2(CC1)Oc1ccc(Cl)cc1C(=O)C21CC(c2cccnc2)=NO1 (stereo unspecified) | 15% | 8% | 15% | 37* | 80 | 29% | -2% | 4%
CCc1ccc(CNC(=O)CSc2cc(=O)n(CC)c3ccccc23)cc1 | 2% | nt | nt | -5 | nt | 18% | nt | -3%
COc1ccc(N2CC(NS(=O)(=O)c3ccc4ccccc4c3)CC2=O)cc1OC (stereo unspecified) | 2% | 7% | 4% | 0 | 11 | 17% | -14% | 6%
CCC(c1nnnn1CCOC)N1CCN(Cc2ccccc2)CC1 (stereo unspecified) | 14% | 11% | 17% | -17 | -14 | -33% | 2% | -12%

9 compounds out of the list, ordered by number of heavy atoms, high to low.
SMILES | TDP-43 yeast inh | EPAC2 ag | aSyn yeast inh | D3 ag | D3 antag | FUS yeast rescue | EPAC2 antagonist | Abeta rescue
COc1ccc(N2CC(NS(=O)(=O)c3ccc4ccccc4c3)CC2=O)cc1OC (stereo unspecified) | 2% | 7% | 4% | 0 | 11 | 17% | -14% | 6%
CCOc1ccc(OCC)c(N=c2oc3c(C)ncc(CO)c3cc2C(N)=O)c1 | 19% | 8% | -7% | 0 | -11 | 1% | -7% | 0%
CC(NC(=O)CCn1c(=O)c2cccn2c2ccc(F)cc21)c1ccccc1 (stereo unspecified) | -10% | nt | nt | -32 | nt | 8% | nt | -11%
CCc1ccc(CNC(=O)CSc2cc(=O)n(CC)c3ccccc23)cc1 | 2% | nt | nt | -5 | nt | 18% | nt | -3%
COc1cc(/C=N/n2c(-c3ccccc3)n[nH]c2=S)cc(OC)c1OC | 11% | 6% | 0% | -4 | ? | 2% | 6% | 13%
CCC(c1nnnn1CCOC)N1CCN(Cc2ccccc2)CC1 (stereo unspecified) | 14% | 11% | 17% | -17 | -14 | -33% | 2% | -12%
CCc1cnc(Nc2nc(C(N)c3ccccc3Cl)cs2)nc1 (stereo unspecified) | 1% | 3% | -2% | -1 | -23 | -3% | 9% | -16%
CCOC(=O)c1sc(=NC(=O)c2ccccc2Br)n(C)c1C | 20% | -3% | 8% | 2 | -7 | 3% | 5% | -3%
O=C(Nc1ccccc1)c1ccc(=O)[nH]n1 | -6% | 6% | -1% | 1 | -21 | 10% | -2% | 0%

Other compounds follow:
SMILES | TDP-43 yeast inh | EPAC2 ag | aSyn yeast inh | D3 ag | D3 antag | FUS yeast rescue | EPAC2 antagonist | Abeta rescue
Cc1nn(CC(=O)NC2CC2)c(C)c1S(=O)(=O)N(C)C | 13% | 3% | -2% | -2 | -11 | -12% | 4% | 10%
Cc1cc2cc(C)c3nnc(SCc4ccccn4)n3c2cc1C | 0% | 2% | 4% | -1 | 13 | -4% | -5% | 16%
O=C(OCN1C(=O)c2ccccc2C1=O)c1cccc(OC(F)F)c1 | 24% | -5% | -6% | -5 | ? | -9% | 0% | -4%
Cc1cc(OC(C)C(=O)NCc2ccncc2)c2c(C)cc(=O)oc2c1 (stereo unspecified) | -7% | 1% | 4% | -6 | 14 | -2% | -9% | 3%
C=CCOc1ccc(C2C(C(=O)c3ccco3)=C(O)C(=O)N2Cc2cccnc2)cc1 (stereo unspecified) | 24% | -2% | 6% | 2 | 8 | 6% | -4% | -17%
COc1ccc(OC)c(C2CC(=O)N3CN(c4cccc(Cl)c4C)CSC3=C2C#N)c1 (stereo unspecified) | 14% | 5% | 11% | 1 | -13 | 31% | -10% | 4%
CCC(CC)C(=O)Nc1cc([N+](=O)[O-])ccc1F | 7% | 9% | -17% | 1 | -7 | -16% | 2% | -25%
COc1cccc(OC)c1OCCN1CCN(C(=O)c2ccco2)CC1 | -5% | -1% | -8% | 73* | 12 | -16% | 11% | -1%
COc1ccc2c(c1)sc1nc(-c3ccccc3)cn12 | -29% | 4% | -4% | -5 | 0 | nt | 6% | -6%
CN(CCO)c1cc(N2CCN(C(=O)c3ccco3)CC2)c2nonc2c1[N+](=O)[O-] | 9% | 3% | 2% | 1 | 2 | 0% | -2% | -7%
C=CCN(c1ccc(C(=O)Nc2cccc(C)c2)cc1)S(C)(=O)=O | -12% | 18% | 0% | -9 | -19 | 21% | -14% | 0%
COc1ccc(NC(=O)c2cc(CC(C)C)nc3ccccc23)cc1 | 23% | 5% | -12% | 3 | 131 | 11% | 2% | -32%
CCCC(=O)Nc1ccc(S(=O)(=O)Nc2cc(OC)nc(OC)n2)cc1 | 18% | 2% | 1% | -2 | 0 | -13% | 5% | -7%
Cc1nnc(SCC(=O)OC2CC(C)CCC2C(C)C)[nH]c1=O (stereo unspecified) | -10% | 5% | -3% | 2 | 4 | 15% | 4% | 0%
CCn1c(CCNC(=O)c2ccc(Cl)cc2)n[nH]c1=S | -8% | 7% | -5% | -11 | 18 | 20% | -7% | 9%
CCOC(=O)N1CCN(C(=O)/C=C/c2ccc(OC)cc2)CC1 | ? | 1% | -8% | 3 | 3 | 7% | 5% | -13%
Cc1ccc(C)c(N2CCN(c3nc4ccccc4n4c(C)nnc34)CC2)c1 | 10% | nt | nt | 9 | nt | 2% | nt | -21%
COc1ccc(OCC(=O)OCc2cc(=O)n3nc(C4CC4)sc3n2)cc1 | 8% | nt | nt | 8 | nt | 19% | nt | 5%
CC(C)c1nc(SCC(=O)Nc2cccc(C(F)(F)F)c2)c2c(=O)n(C)c(=O)n(C)c2n1 | 1% | -8% | -3% | 1 | -10 | -11% | 11% | -8%
Cc1ccc(NC(=O)CSCC(=O)OC(C)C(=O)Nc2ccccc2C)cc1 (stereo unspecified) | 21% | -12% | 3% | 2 | -4 | -11% | 5% | 8%
O=C(NCc1cccnc1)c1ccccc1NS(=O)(=O)c1ccc(Br)cc1 | -6% | 5% | -12% | -1 | ? | 9% | -22% | -1%
OC(c1ccccc1)c1nc(-c2cccc3cccnc23)cs1 (stereo unspecified) | 18% | 11% | 6% | -9 | 0 | -6% | -27% | 18%
COc1ccc(N2CCN(C(CNS(=O)(=O)c3cccs3)c3cccnc3)CC2)cc1 (stereo unspecified) | -9% | -8% | 1% | -10 | 19 | 22% | 0% | -2%
Cc1noc(C)c1S(=O)(=O)Nc1ccc(C(=O)N2CCc3ccccc3C2)cc1 | -4% | -3% | -3% | 1 | 0 | 16% | 9% | 1%
Nc1c(Cl)cc(-c2[nH]c3cc(C(=O)NCCO)ccc3c(=O)c2O)cc1Cl | -9% | 2% | -18% | 35* | 32 | 21% | 13% | -25%
CCc1[nH]nc(C(=O)N2CCCC(C(=O)c3cccc(OC(C)C)c3)C2)c1C (stereo unspecified) | -10% | 0% | 4% | -14 | 18 | ? | 10% | 8%
O=C(/C=C/c1ccc(F)cc1)NCC1(c2ccccc2)CCOCC1 | -23%[0.397 µM] | -9% | -2% | -7 | 2 | 8% | 18% | -12%
O=C(N/N=C/C(Cl)=C/c1ccccc1)c1ccccn1 | 10µM* | 3% | -13% | 1 | 6 | 5% | 8% | -16%
C=CCNc1nc(Cl)nc(Nc2ccc(OC)cc2)n1 | 6% | -1% | 1% | -14 | -13 | 30% | -12% | 5%
CN1CCN(C(=O)/C(=C/c2ccco2)NC(=O)c2ccccc2)CC1 | -6% | 8% | 0% | 1 | -6 | 10% | 3% | 12%
COc1ccc(/C=N/NC(=O)COc2ccc(Cl)cc2Cl)cc1Cn1nc(C)cc1C | -3% | 3% | -1% | -1 | -7 | -11% | ? | -18%
CC(C)(/C=N/NC(=O)CSCc1ccccc1Cl)CCC#N | -1% | 10% | -3% | 1 | -17 | nt | -4% | 3%
COc1cccc(CNC(=O)COc2cccc(-n3cnnn3)c2)c1 | 23% | 3% | 3% | -8 | 0 | 16% | 4% | 19%

High-throughput results deposited in PubChem BioAssay by National Center for Advancing Translational Sciences (NCATS).
